Source: PubChem BioAssay
ERb SRC1 inh: blocks coactivator binding to human estrogen receptor beta; AID 633; inhibition, % at 25.6 µM; Q92731; TR-FRET ER-beta LBD / SRC1-Cy5 peptide binding; receptor agonist-loaded with 1 µM estradiol; actives 1.3% (n = 86,000);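 active = compounds whose percent inhibition of the receptor-coactivator binding signal exceeds about 50% in the single-dose screen, limit read from the data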;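 note: 0% = receptor plus peptide wells without compound and 100% = peptide-only wells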
Lung fibro prol: blocks proliferation of human lung fibroblasts; LL 47 human lung fibroblast viability, ATP luminescence; hits give low values; viability, % at 10 µM; actives 1.1% (n = 85,000);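 active = viability at or below 50% in the single dose screen; inactive = viability above 50%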;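 note: compound exposure lasted 72 h before the ATP readout; 100% = median luminescence of untreated cell-only wells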
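Material: human lung fibroblast line LL 47, low passage; Evaluation: viability percentage against median untreated-cell control; Buffer or medium: 15% FBS in IMEM; Incubation: 72 h compound exposure at 37 °C after overnight plating; Dosing: 0.1% DMSO in all compound wells; Measured by: CellTiter-Glo luminescence.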
H69AR growth 86K: growth inhibitors of human H69AR lung tumor cells. viability, % at 10 µM. actives 6% (n = 85,000). H69AR lung tumor viability, ATP luminescence, 72 h; hits give low values;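 active = viability at or below 40%; inactive = viability above 40%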;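 note: multidrug resistant small cell line overexpressing MRP-1 efflux transporter; 100% = mean luminescence of untreated control wells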
HUVEC prolif 384: inhibitors of human endothelial cell proliferation. HUVEC proliferation, CellTiter-Glo luminescence, 72 h; hits give low values. viability, % at 10 µM (by protocol). actives 1.1% (n = 86,000);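 active = viability at or below 30%; inactive = viability above 30%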;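 note: 100% = median luminescence of DMSO-only cell control wells on each plate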
ERa coact inh: blocks coactivator binding to human estrogen receptor alpha. TR-FRET ER-alpha LBD / SRC-1 peptide, estradiol-bound. inhibition, % at 25.6 µM. actives 1.7% (n = 86,000). AID 629; in the data active = inhibition above about 50%;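 note: 0% = receptor plus peptide control and 100% = peptide only without receptor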
Target sequence (P03372 whole entry, looked up, the tested form may be a part): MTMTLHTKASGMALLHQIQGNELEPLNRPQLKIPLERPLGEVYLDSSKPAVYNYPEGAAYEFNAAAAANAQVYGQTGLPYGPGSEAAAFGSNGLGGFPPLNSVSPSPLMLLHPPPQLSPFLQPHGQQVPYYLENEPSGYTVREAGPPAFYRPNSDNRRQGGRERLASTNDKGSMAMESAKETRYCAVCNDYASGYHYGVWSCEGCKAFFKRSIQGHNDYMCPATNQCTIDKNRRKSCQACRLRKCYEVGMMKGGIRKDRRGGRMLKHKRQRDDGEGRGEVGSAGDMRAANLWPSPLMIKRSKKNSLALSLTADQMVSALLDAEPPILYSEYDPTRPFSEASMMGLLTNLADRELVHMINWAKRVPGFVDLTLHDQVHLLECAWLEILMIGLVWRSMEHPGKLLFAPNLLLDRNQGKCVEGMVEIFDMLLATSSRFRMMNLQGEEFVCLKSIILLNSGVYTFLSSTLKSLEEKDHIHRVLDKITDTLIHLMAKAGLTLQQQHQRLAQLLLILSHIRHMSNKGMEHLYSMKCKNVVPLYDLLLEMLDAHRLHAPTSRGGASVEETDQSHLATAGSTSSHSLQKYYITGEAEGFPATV
Smad3 FoxH1 inh: Smad3 (human) transcription factor binding inhibition; P84022; TR-FRET Smad3/Dy647-FoxH1 peptide binding, europium anti-His; inhibition, % at 25 µM; actives 0.29% (n = 88,000);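 active = compounds that reduce the energy-transfer binding signal between the protein and its labelled peptide by more than half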;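 note: 0% = Smad3 plus labelled peptide maximal FRET and 100% = peptide-only background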
Target sequence (P84022 whole entry, looked up): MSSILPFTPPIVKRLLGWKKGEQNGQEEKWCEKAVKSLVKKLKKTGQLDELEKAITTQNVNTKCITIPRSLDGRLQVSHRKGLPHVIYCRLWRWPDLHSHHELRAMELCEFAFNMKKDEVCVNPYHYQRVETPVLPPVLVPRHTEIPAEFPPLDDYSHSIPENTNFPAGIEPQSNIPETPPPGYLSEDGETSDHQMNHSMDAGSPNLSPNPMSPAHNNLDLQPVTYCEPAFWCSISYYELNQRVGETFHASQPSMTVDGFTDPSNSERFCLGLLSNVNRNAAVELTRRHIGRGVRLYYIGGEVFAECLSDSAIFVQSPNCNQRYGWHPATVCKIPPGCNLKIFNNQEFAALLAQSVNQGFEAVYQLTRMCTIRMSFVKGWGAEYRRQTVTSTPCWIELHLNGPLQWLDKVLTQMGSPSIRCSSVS
CD11b adhes enh: CD11b/CD18-fibrinogen binding enhancement. actives 0.07% (n = 93,000). K562 CD11b/CD18 adhesion to fibrinogen, ATPlite luminescence. activation, % at 10 µM;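 active = 10 µM primary screen giving 50% or more activity, confirmed by 40% or more on retest at that dose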; note: strong numbers were not always called active
ERa SRC1 pot: ER-alpha (human) coactivator binding potentiation; P03372; TR-FRET ERalpha-LBD/SRC-Cy5 coactivator binding, 2 h; 100 = basal binding, no effect; coactivator binding (% of control), % at 25.6 µM; actives 1.3% (n = 86,000); AID 639; in the data active = activity above about 200%;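 note: binding measured in presence of low estradiol as agonist stimulus; 0% = peptide alone without receptor and 100% = receptor with peptide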
MT1-MMP txn act: activates MT1-MMP transcription; activation factor at 10 µM; HT1080 MT1-MMP promoter luciferase reporter, luminescence, overnight; hits give high values; actives 0.16% (n = 86,000); AID 750;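 active = activation factor of at least 2 for MT1-MMP transcription at 10 µM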
* = called active by the depositor; · = no result given; [ ] = remark or other dose.

Results follow in this order: ERb SRC1 inh | Lung fibro prol | H69AR growth 86K | HUVEC prolif 384 | ERa coact inh | Smad3 FoxH1 inh | CD11b adhes enh | ERa SRC1 pot | MT1-MMP txn act
[1] CCOC(=O)c1ccc2c(c1)nc(C1CCN(S(=O)(=O)c3cccs3)CC1)n2CC
→ 2[fluorescence artefact?] | 96 | 46 | 77 | 18[fluorescence artefact?] | -3 | -4 | 91 | 1.1
[2] O=C(c1cccc(S(=O)(=O)N2CCOCC2)c1)N1CCCCCC1
→ -10 | 96 | 88 | 95 | -1 | -4 | -3 | 102 | 1.2
[3] Cc1c(NC(=O)c2cccc(S(=O)(=O)N3CCOCC3)c2)c(=O)n(-c2ccccc2)n1C
→ 4[fluorescence artefact?] | 92 | 105 | 94 | 3 | 10 | -5 | 117 | 1
[4] Cc1oc2c(c(=O)c1C)C(=O)CC(c1ccccc1)C2 (centres undefined)
→ 19[fluorescence artefact?] | 101 | 101 | 98 | 10 | -8 | -4 | 87 | 1.1
[5] CC(=O)NCN1CCN(CNC(C)=O)CC1
→ -6 | 100 | 97 | 111 | -7 | 15[fluorescence artefact?] | -1 | 153 | 1.2
[6] N#CC1(c2ccccc2)CCC(=NO)CC1 (centres undefined)
→ -2 | 96 | 95 | 89 | 1[fluorescence artefact?] | 2 | 2 | 104 | 1
[7] CCOC(=O)c1c(C)[nH]c(C(=O)CN2C(=O)NC(CC)(c3ccccc3)C2=O)c1C (centres undefined)
→ -5 | 94 | 37* | 100 | -1 | -1 | 6 | 95 | 1.2
[8] COc1cccc(C2=NOC(C(=O)N3CCOCC3)C2)c1 (centres undefined)
→ -10 | 94 | 88 | 93 | -2 | -5 | 2 | 97 | 1.7
[9] COc1ccc(OC)c(N2C(=O)[C@@H]3C(c4ccccc4Cl)=NO[C@@H]3C2=O)c1
→ 79* | 103 | 97 | 95 | 79* | 48 | 2 | 23 | 1
[10] Cc1cc(C)cc(OCC(=O)N(Cc2cccs2)C2CCS(=O)(=O)C2)c1 (centres undefined)
→ 5 | 98 | 99 | 94 | -9 | 5 | 0 | 105 | 1.1
[11] COC(=O)c1ccccc1NC(=O)c1ccc(-c2ccccc2F)o1
→ 15 | 68 | 13* | 36 | 15 | -8 | 6 | 152[fluorescence artefact?] | 1.1
[12] COc1cccc(NC(=O)CNC(C)CCC(C)C)c1 (centres undefined)
→ 4 | 95 | 103 | 92 | -9 | 8[fluorescence artefact?] | -2 | 117 | 1.3
[13] Cc1ccc(O)c(C(=O)c2cnc3c(c2)COc2ccc(C)cc2-3)c1
→ 2[fluorescence artefact?] | 101 | 58 | 95 | 28 | -9 | · | 101 | 1.3
[14] CCOC(=O)c1ccc(NS(C)(=O)=O)cc1
→ 5 | 102 | 90 | 92 | 16[fluorescence artefact?] | -13 | -3 | 75 | 1.2
[15] COCCOC(=O)C1=C(C)NC(=O)NC1c1ccc(Cl)cc1 (centres undefined)
→ -12 | 92 | 102 | 96 | -11 | 14 | -1 | 101 | 1
[16] O=C(NCCN1CCOCC1)C1CCN(c2nc3ccccc3o2)CC1
→ -9 | 103 | 96 | 110 | -7 | 2 | 0 | 124 | 1.2
[17] Cn1c(=O)cc(SCC(=O)N2CCCC2)c2ccc(Cl)cc21
→ 1 | 96 | 85 | 89 | 30 | 40[fluorescence artefact?] | 2 | 105 | 1.4
[18] O=C(O)C1CCN(S(=O)(=O)N2CCOCC2)CC1
→ -2 | 102 | 78 | 95 | -5 | -16 | 2 | 116 | 1.2
[19] C[C@H](CCC(=O)O)[C@H]1CC[C@H]2[C@@H]3C(=O)C[C@@H]4CC(=O)CC[C@]4(C)[C@H]3CC(=O)[C@]12C
→ 26 | 98 | 99 | 103 | 15 | -11 | · | 90 | 1.1
[20] COc1ccc2c(Cl)c(C(=O)NC3CCS(=O)(=O)C3)sc2c1 (centres undefined)
→ -5 | 97 | 73 | 106 | 0 | 5 | 0 | 114 | 1
[21] O=S(=O)(Nc1nccs1)c1ccc(Cl)cc1
→ -1 | 103 | 87 | 95 | 4 | 10 | 1 | 88 | 1.2
[22] COC(=O)c1ccc2[nH]c(C)cc(=O)c2c1
→ 0 | 94 | 117 | 95 | -15 | 1 | 2 | 106 | 1
[23] COc1ccccc1NS(=O)(=O)c1ccc(OC)c(OC)c1
→ 1 | 98 | 83 | 97 | -3 | -4 | 2 | 93 | 1
[24] COc1ccccc1N1CCN(C/C=C/c2ccc(N(C)C)cc2)CC1
→ -9[fluorescence artefact?] | · | 53 | 100 | -12[fluorescence artefact?] | 0 | 5 | 95[fluorescence artefact?] | 1.1
[25] Cc1cc(Nc2ccc(F)cc2C)n2nc(C)nc2n1
→ -5 | 95 | 96 | 98 | -7 | -13 | -3 | 131 | 1.1
[26] CCOc1ccc2nc(NC(=O)CN3CCC(n4nnc5cc(C(F)(F)F)ccc54)CC3)sc2c1
→ -2 | 89 | 38* | 86 | 3 | -7 | -2 | 99 | 1
[27] Cn1c(-c2ccc(F)cc2)cnc1NCc1ccc(C#N)cc1
→ 7[fluorescence artefact?] | 99 | 73 | 93 | -4[fluorescence artefact?] | 8 | -1 | 102 | 1.2
[28] CC(=O)COc1ccc2c3c(c(=O)oc2c1)CCCC3
→ -30 | 101 | 48 | 119 | -18 | 6 | 1 | 101 | 1.2
[29] Cc1ccccc1NC(=O)c1ccc(F)c(S(=O)(=O)N2CCN(c3ccccn3)CC2)c1
→ 3 | 94 | 88 | 94 | -12 | -6 | · | 108 | 1
[30] O=C(NC(C(=O)O)c1ccccc1)c1ccccc1 (centres undefined)
→ 2 | 107 | 111 | 107 | -4 | 3 | -2 | 122 | ·

(listing goes on)
Results follow in this order: ERb SRC1 inh | Lung fibro prol | H69AR growth 86K | HUVEC prolif 384 | ERa coact inh | Smad3 FoxH1 inh | CD11b adhes enh | ERa SRC1 pot | MT1-MMP txn act
[31] C=CCn1c(=O)c2ccccc2n2c(Sc3nnnn3-c3ccccc3)nnc12
→ 0 | · | 51 | 91 | 2 | 12 | -1 | 72 | 1.1
[32] COc1ccc(N(CC(=O)NC2CCCC2)C(=O)Cn2nnc(-c3ccc(F)cc3)n2)cc1OC
→ 4 | 104 | 92 | 105 | 4 | 8 | -2 | 94[fluorescence artefact?] | 1.1
[33] COc1ccc(S(=O)(=O)Cc2ccc(C(=O)NC3CCCC3)o2)cc1
→ -12[fluorescence artefact?] | 102 | 90 | 97 | 1 | 1 | 8 | 90 | 1.1
[34] O=C(O)C1CSCN1S(=O)(=O)c1cccc2nsnc12 (centres undefined)
→ -6 | 95 | 97 | 105 | -5 | 3 | 0 | 103 | 1.1
[35] Cc1n[nH]c(C)c1S(=O)(=O)N1CCC(C(=O)N2CCn3c2nc2ccccc23)CC1
→ 18 | 96 | 84 | 93 | 6 | 14 | -6 | 92 | 1.2
[36] O=C(O)Cc1nc2nc3c(c(=O)n2[nH]1)CCCC3
→ -2 | 101 | 96 | 104 | 9 | 5[fluorescence artefact?] | -2 | 126[fluorescence artefact?] | 1.1
[37] N#Cc1nc(Cc2cccc3ccccc23)oc1N1CCCCC1
→ -21[fluorescence artefact?] | 99 | 89 | 113 | -8 | -9 | 2 | 115 | 1.1
[38] O=c1[nH]c(N2CCc3ccccc3C2)nc2c1CCC2
→ 3 | 105 | · | 98 | 4 | -11 | -3 | 98 | 1.2
[39] O=C(c1ccc(Cl)c(S(=O)(=O)Nc2ccc(F)cc2)c1)N1CCN(c2ccccn2)CC1
→ -2[fluorescence artefact?] | 99 | 36* | 74 | 3 | 14 | · | 122 | 1
[40] Cc1oc(C(=O)Nc2ccc(C(=O)O)cc2)cc1COc1ccccc1
→ -1 | 98 | 88 | 87 | -3 | 3 | -3 | 92 | 1
[41] Cc1occc1C(=O)Nc1ccc2c(c1)OCO2
→ 4[fluorescence artefact?] | 99 | 92 | 94 | 3 | -7 | 0 | 98 | 1.2
[42] COc1ccc(CCN2C(=O)C3C4CC(C5C(C(=O)NN)=NOC45)C3C2=O)cc1OC (centres undefined)
→ 0[fluorescence artefact?] | 106 | 101 | 96 | 3[fluorescence artefact?] | 3 | -2 | 127[fluorescence artefact?] | 1.2
[43] Cc1cc(C)nc(Nc2ncc(O)n2-c2ccc(C)c(Cl)c2)n1
→ 3 | 93 | 92 | 90 | -5 | 0[fluorescence artefact?] | 2 | 114 | 1.2
[44] CC(=O)c1cccc(NC(=O)N2CCCC2C(=O)Nc2c(C)cccc2C)c1 (centres undefined)
→ -29 | 93 | 88 | 92 | -24 | 3 | -2 | 112 | 1.1
[45] O=C(OCC(=O)N1CCN(c2ccccc2)CC1)c1ccccn1
→ -2 | 101 | 101 | 96 | -12 | -4 | 1 | 113 | 1.2
[46] S=c1[nH]nc(-c2cccnc2)o1
→ -2 | · | 108 | 92 | -13 | -5 | -1 | 118 | 1
[47] COCCNC(=O)C1CCC(Cn2c(=S)[nH]c3ccccc3c2=O)CC1 (centres undefined)
→ 2 | 96 | 70 | 101 | -29 | -1 | 0 | 109 | 1
[48] C=CCn1c(CCCNC(=O)C(C)(C)C)nc2ccccc21
→ 0 | 93 | 96 | 84 | 10 | -1 | 3 | 105 | 1.1
[49] O=C(c1ccccc1)N1CCN(Cc2c[nH]c3ccccc23)CC1
→ -12 | 96 | 80 | 101 | -5 | -1 | 1 | 94 | 1.1
[50] O=C(Nc1ccccc1)N1CCSCC1
→ -16 | 107 | 101 | 118 | 2 | 1 | -4 | 121 | 1.1
[51] CCOc1ccc(CCNC(=O)c2cc3sc(Cl)cc3n2C)cc1OCC
→ -3 | 102 | 102 | 93 | -12 | -2 | -5 | 94 | 1.1
[52] NC(=O)c1ccsc1NC(=O)COC(=O)Cc1cccc2ccccc12
→ 45 | 99 | 93 | 106 | 24 | -3 | -8 | 59 | 1
[53] CCOC(=O)c1c(C)n(C)c2ccc(OCC(O)CN3CCC(C)CC3)cc12 (centres undefined)
→ -4 | 89 | 92 | 83 | 10 | 1 | -2 | 93 | 1.1
[54] COc1cc(OC)c(Cl)cc1N
→ 4 | 90 | 91 | 82 | -5 | 5 | -3 | 109 | 1.3
[55] Cc1ccc(CNC(=O)c2cn(C3CCCC3)c(=O)c3c2c2ccccc2n3C)o1
→ -3 | 94 | 57 | 76 | 1 | 9 | 3 | 76[fluorescence artefact?] | ·
[56] O=C(c1ccc(N2CCNCC2)cc1)c1cccnc1
→ -10 | 98 | 98 | 85 | -10 | 3 | 2 | 104 | 1.1
[57] CC(=O)c1cccc(NC(=O)C2CCN(S(=O)(=O)c3cccs3)CC2)c1
→ -15 | 99 | 73 | 96 | -2 | 9[fluorescence artefact?] | -2 | 108 | 1.2
[58] CC1CN/C(=C\C(=O)c2ccc(Cl)cc2)C(=O)N1 (centres undefined)
→ -5 | 105 | 101 | 99 | -9 | 4 | · | 114 | 0.8
[59] O=C(CC(c1ccccc1)c1ccccc1O)NCCN1CCOCC1 (centres undefined)
→ -6 | · | 93 | 103 | -3 | -7 | -1 | 90 | 1
[60] O=C(CSc1nccc(=O)[nH]1)Nc1ccc(S(=O)(=O)N2CCOCC2)cc1
→ 46[fluorescence artefact?] | 101 | 86 | 110 | 29 | -20 | · | 123 | 1.1
[61] CC(C)N1CC(O)=C(c2nc3ccccc3[nH]2)C1=N
→ 3 | 107 | 88 | 100 | 0 | 12 | -4 | 115 | 1.4
[62] Cc1cc(C[n+]2ccccc2)c2nsnc2c1
→ -5[fluorescence artefact?] | 88 | 112 | 90 | 8 | -4 | 0 | 108 | 1.3

Only MT1-MMP txn act, HUVEC prolif 384 and CD11b adhes enh, for 2 of the compounds above:
#	mol	MT1-MMP txn act	HUVEC prolif 384	CD11b adhes enh
45	O=C(OCC(=O)N1CCN(c2ccccc2)CC1)c1ccccn1	1.2	96	1
46	S=c1[nH]nc(-c2cccnc2)o1	1	92	-1

Some of the compounds tested; the hit share may differ from the screen's.
